Screening data from PubChem BioAssay.
PLCg1 inh = PLC-gamma1 enzyme inhibitors, primary screen, biochemical, fluorescence, purified enzyme; fluorogenic substrate; inhibition, % at 12.2 µM; 1-phosphatidylinositol 4,5-bisphosphate phosphodiesterase gamma-1 (Homo sapiens), P19174; hit rate 0.84% among 370,000; AID 720700, 2013; in the data active means inhibition above about 9.5%
NR1D1 modulator = modulators of Rev-erb alpha DNA binding, primary screen, biochemical, FITC-DNA, fluorescence polarization, uHTS | activity, % at 10 µM | hit rate 0.79% among 370,000 | AID 1259318, 2017 | Nuclear receptor subfamily 1 group D member 1 (Homo sapiens), P20393 | Rev-erbα–FITC-DNA binding, 90 min;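 active means activity above about 14%, limit read from the data; passing the limit was not always enough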;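 further: 0% = DMSO wells with 35 nM protein and 100% = DMSO wells with 750 nM protein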
sPLA2-III inh = human group III sPLA2 inhibitors, primary screen, biochemical, QFRET, BODIPY PC-A2 liposome substrate; Group 3 secretory phospholipase A2 (Homo sapiens), Q9NZ20; QFRET BODIPY PC-A2 liposome hydrolysis, fluorescence; inhibition, % at 12.2 µM; hit rate 0.56% among 370,000;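 active means inhibition above mean plus 3 SD of compounds lying within the high and low control bounds, cut at about 19% in these data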;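 further: 0% = median of test compound wells and 100% = no enzyme DMSO wells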
Target sequence (Q9NZ20 whole entry, looked up): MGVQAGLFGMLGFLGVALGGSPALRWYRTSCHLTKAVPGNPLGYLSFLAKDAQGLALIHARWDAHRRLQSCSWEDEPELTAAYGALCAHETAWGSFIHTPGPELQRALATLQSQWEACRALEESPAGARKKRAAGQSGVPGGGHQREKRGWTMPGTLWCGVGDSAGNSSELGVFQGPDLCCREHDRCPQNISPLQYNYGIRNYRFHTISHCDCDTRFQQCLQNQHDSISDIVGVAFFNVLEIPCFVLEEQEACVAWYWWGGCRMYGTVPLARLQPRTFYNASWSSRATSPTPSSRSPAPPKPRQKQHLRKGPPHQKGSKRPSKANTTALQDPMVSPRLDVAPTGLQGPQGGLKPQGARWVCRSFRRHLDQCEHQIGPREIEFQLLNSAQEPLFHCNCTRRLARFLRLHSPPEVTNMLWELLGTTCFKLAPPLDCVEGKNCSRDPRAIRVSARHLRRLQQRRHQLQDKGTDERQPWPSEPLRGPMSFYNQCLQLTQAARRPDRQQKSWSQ
ARFGAP1 inhibitor = inhibitors of rat ARFGAP1 GAP activity, primary screen, biochemical, fluorescence polarization, GDP tracer; ADP-ribosylation factor GTPase-activating protein 1 (Rattus norvegicus), Q62848; hit rate 0.26% among 360,000; AID 651572, 2012; Arfgap1-stimulated ARF1 GTP hydrolysis, GDP FP detection; inhibition, % at 16.5 µM;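 active means inhibition above a per-plate limit, mean inhibition of low control wells plus 3 SD, cut at about 25% in these data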;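 further: 0% = DMSO wells with enzyme and 100% = wells lacking Arfgap1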
Target sequence (Q62848 1-136 limits assumed): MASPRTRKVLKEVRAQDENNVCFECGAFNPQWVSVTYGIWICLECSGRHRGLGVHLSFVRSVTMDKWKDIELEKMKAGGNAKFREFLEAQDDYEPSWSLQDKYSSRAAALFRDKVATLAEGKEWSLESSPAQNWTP
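material = rat Arfgap1 catalytic domain, aa 1-136 | also added = human ARF1(Δ1-17)-GTP substrate | compound dosing = one concentration, 16.5 µM, DMSO 1.26% | times = GTP hydrolysis reaction 2 h at 25 °C | measured by = FP, GDP Alexa 633 tracer displaced from anti-GDP antibody, 620/688 nm | evaluation = percent inhibition of Arfgap1-stimulated GTP hydrolysis | replication = single well per compound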
Tn7 DDE FP = inhibitors of Tn7 peptide binding to fibrin DD(E), primary screen, biochemical, fluorescence polarization, human fibrin, Tn7 probe; Fibrinogen beta chain (Homo sapiens), P02675; FP displacement of FITC-Tn7 peptide from fibrin DD(E); 0% = median of compound wells per plate; inhibition, % at 8.3 µM; hit rate 0.13% among 370,000; AID 720508, 2013;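 active means inhibition above the mean of compounds falling within the control limits plus 3 SD of them, cut at about 14% in these data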;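 further: 0% = plate median of compound wells and 100% = 10 µM Aha-Tn7 peptide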
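system = human fibrin DD(E) protein | quantity = DD(E) 2 µM final | medium = Tris/NaCl/CaCl2 buffer, pH 7.8 | also added = labelled Tn7 tracer, 0.1 µM | compound dosing = single point at 8.3 µM | timing = compound with protein 10 min, then 3 h after probe, room temperature | signal = FP measurement | benchmarks = Aha-Tn7 high control | repeats = one replicate per compound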
PLC-beta3 inh = human PLC-beta3 inhibitors, primary screen, biochemical, fluorescence | 1-phosphatidylinositol 4,5-bisphosphate phosphodiesterase beta-3 (Homo sapiens), Q01970 | Purified PLC-beta3, fluorogenic substrate | inhibition, % at 12.2 µM | hit rate 0.18% among 370,000; in the data active means inhibition above about 11%;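 further: 0% = median of compound wells on plate and 100% = full blocker control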
Tn6 DDE FP = inhibitors of Tn6 peptide binding to fibrin DD(E), primary screen, biochemical, fluorescence polarization, human fibrin, Tn6 probe; Fibrinogen beta chain (Homo sapiens), P02675; Fibrin DD(E) TRITC-Tn6 fluorescence polarization displacement; inhibition, % at 8.3 µM; hit rate 0.21% among 370,000; AID 720509, 2013;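 active means inhibition above a per-campaign cutoff: mean of compounds within control limits plus 3 SD, cut at about 15% in these data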;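 further: 0% = median of all compound wells on the plate and 100% = blocking peptide control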
KLK7 zymogen act = proKLK7 zymogen activators, primary screen, biochemical, fluorescence intensity. Kallikrein-7 (Homo sapiens), P49862. purified proKLK7, EDANS-DABCYL substrate fluorescence; 100% is mature enzyme control, 0% vehicle. activation, % at 7 µM. hit rate 0.9% among 370,000. AID 652039, 2013;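 active means activation above the mean of all tested compounds plus 3 SD, computed per campaign excluding outliers beyond control limits, cut at about 13% in these data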
Target sequence (P49862 whole entry, looked up): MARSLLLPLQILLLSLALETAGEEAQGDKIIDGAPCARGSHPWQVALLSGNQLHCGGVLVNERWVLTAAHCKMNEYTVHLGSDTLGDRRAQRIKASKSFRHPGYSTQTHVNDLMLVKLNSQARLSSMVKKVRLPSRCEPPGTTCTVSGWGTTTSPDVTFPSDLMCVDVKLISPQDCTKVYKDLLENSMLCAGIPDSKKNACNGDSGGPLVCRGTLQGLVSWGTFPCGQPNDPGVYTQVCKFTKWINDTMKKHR
UHRF1 MBD2 ctr = UHRF1 methylated DNA binding inhibitors, primary screen, counter-screen for MBD2 inhibitor project, biochemical, TR-FRET, human UHRF1, single concentration | UHRF1 binding to methylated oligo | inhibition, % at 4.4 µM | hit rate 0.75% among 370,000 | AID 687016, 2013; in the data active means inhibition above about 21%;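 further: UHRF1 SRA domain binding a hemimethylated CpG hairpin DNA probe; 0% = median of test compound wells and 100% = reference inhibitor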
ASAP1 GAP inh = inhibitors of human ASAP1 ArfGAP activity, primary screen, biochemical, fluorescence polarization. hit rate 0.19% among 360,000. Arf-GAP with SH3 domain, ANK repeat and PH domain-containing protein 1 (Homo sapiens), …. ASAP1-stimulated ARF1 GTP hydrolysis, GDP FP detection. inhibition, % at 16.5 µM; in the data active means inhibition above about 25%;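 further: 0% = vehicle with enzyme and substrate and 100% = no enzyme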
Starred values were filed as active, the others as inactive; x = not tested or not shown. No enrichment for hits; about 4.5% have a hit in one of these screens.

No.	compound	PLCg1 inh	NR1D1 modulator	sPLA2-III inh	ARFGAP1 inhibitor	Tn7 DDE FP	PLC-beta3 inh	Tn6 DDE FP	KLK7 zymogen act	UHRF1 MBD2 ctr	ASAP1 GAP inh
1	Cc1ccc(-c2nnc(SCC(=O)NNC(=O)COc3ccccc3C)n2C)cc1	2	0	0	-3	-8	3	6	-0.7	0	4
2	COc1ccc(Cl)cc1NC(=O)CSc1nc2sccc2c(=O)[nH]1	-2	4	-13	5	2	-8	-5	0.9	1	2
3	CSc1nc(N)nc2c1ncn2CC(=O)NCCCN1CCCC1=O	-2	-1	13	4	-4	-4	3	0.6	0	1
4	Fc1cccc(CN2CCC(Cc3ccccc3)CC2)c1	5	-4	0	-2	4	-1	3	-0.3	1	-10
5	COC(=O)Cc1[nH]c(Cl)nc1C(N)=O	2	0	2	-3	0	-4	1	0.1	0	-1
6	COc1ccc(NC(=O)COC(=O)Cn2nnc3ccccc32)cc1	6	3	1	12	2	-1	-11	0.0	4	8
7	Cc1cc(NC(=O)CSc2nnc3c(C)cc4ccccc4n23)no1	-2	1	4	2	6	0	6	-0.3	3	4
8	CCCn1c(C)cc(C(=O)CN2C(=O)NC3(CCCCCC3)C2=O)c1C	-3	-8	-7	-4	1	0	3	0.8	-2	-2
9	N/C(=N\OC(=O)CCC1CCCCC1)c1cccnc1	-3	-2	4	-4	5	-6	-7	0.3	-1	1
10	COc1ccccc1CCNC(=O)CSc1ccc(-c2cccs2)nn1	1	9	-4	-1	-3	-5	-1	0.1	-4	-2
11	CCN(CC)C(=O)C1=C(C)NC(=S)NC1c1cccs1 (stereo not given)	-3	2	5	-1	0	3	-2	-0.2	5	-3
12	CSc1nc2ncc(-c3ccsc3)c(N)n2n1	4	-7	11	8	6	3	-12	0.1	3	4
13	O=C(N/N=C/c1ccc(O)c(O)c1)c1cc(-c2ccccc2)nc2ccccc12	5	-4	0	-7	-10	-5	-8	0.1	2	7
14	COc1ccc(S(=O)(=O)NCCc2c(C)nn(C)c2Oc2ccccc2)cc1	2	2	-12	9	-1	1	1	-0.2	-2	-16
15	COCc1cc(C)nc(OCC(=O)N/N=C/c2ccc(C)cc2)c1C#N	0	0	-8	-9	4	-8	2	-0.1	0	-4
16	CCn1c(SCC(=O)NC2CCS(=O)(=O)C2)nnc1-c1ccccc1 (stereo not given)	0	-1	2	2	0	-6	-2	0.3	1	-12
17	COc1ccnc(Oc2ccc(F)cc2)c1C(=O)N/C=N/OCc1ccccc1	-2	3	1	8	-5	0	4	-0.3	2	0
18	O=C(Nc1ncccc1O)c1ccc2c(c1)OCCO2	-1	-9	-2	1	4	-3	12	0.2	-2	-7
19	COC(=O)C1=NN(c2ccccc2OC)C2C(=O)N(c3ccccc3OC)C(=O)C12 (stereo not given)	-121	2	-5	2	-7	-147	-5	15*	1	15
20	COc1ccc(-c2nn(-c3ccccc3)cc2C2CC(c3cccs3)=NN2C(=O)CCCC(=O)O)cc1 (stereo not given)	-9	1	5	0	-6	-3	3	0.6	-2	-14
21	Cc1nc2c(Cl)c(C)nn2c2c1CCC2	-17	-2	3	-6	1	-22	0	0.5	0	4
22	CC(=NNC(=S)N1CC2CCC(CC2)C1)c1cccc(C)n1	-14	-8	4	-12	-4	-17	4	0.4	-6	10
23	CCOC(=O)c1[nH]c2ccccc2c1NC(=O)CN(C)C	4	-2	-2	-1	0	0	0	0.0	-1	-5
24	CCOc1ccc(OCCSc2nc3ccccc3n2CC(=O)O)cc1	0	0	-8	-5	2	-3	7	-0.3	2	-11
25	COCC(=O)n1nc(-c2ccccc2)nc1NCc1ccccc1	0	-4	0	-5	1	-1	-8	-0.1	2	0
26	Nn1c(SCC(=O)NCc2ccccc2)nnc1C1CC1	0	-6	5	-4	0	4	6	-0.1	-1	9
27	O=C(Nc1ccc(N2CCN(C(=O)c3ccccc3)CC2)cc1)c1ccc2c(c1)OCCO2	4	0	0	-4	-1	-5	-7	0.2	1	10
28	Cc1ccc(C(=O)COC(=O)c2nc3nccc(C)n3n2)c(C)c1	0	5	8	2	-1	-9	0	-0.4	4	-5
29	O=C(Cn1nnc(-c2ccc(S(=O)(=O)N3CCCC3)cc2)n1)NCC1CCCO1 (stereo not given)	-1	-2	2	1	1	2	-1	-0.5	4	0
30	CC=CCn1c(SCc2ccccc2)nc2c1c(=O)[nH]c(=O)n2C	-2	-4	3	-10	3	-2	5	0.0	-2	-11
31	C=CCc1cc(Cl)ccc1OCCN(C)C	2	7	0	4	-1	1	6	-0.3	0	12
32	Cc1c(NC(=O)COC(=O)c2cccc(F)c2)c(=O)n(-c2ccccc2)n1C	-2	-10	10	-16	1	0	0	0.6	0	-13
33	O=C(N/N=C/c1cn(-c2ccccc2)nc1-c1ccccc1)c1ccco1	-4	-9	-6	12	12	1	-6	1.5	-4	4
34	CCOC(=O)c1c(C)[nH]c(C)c1C(=O)COC(=O)/C=C/c1ccc(OC(F)F)cc1	-1	2	-42	19	-10	0	4	0.3	-2	-2
35	COc1ccc(-n2c(C)c(C(C)=O)c3cc(O)ccc32)cc1	0	-1	0	-4	-6	-3	1	-0.3	-1	5
36	CN(C)CCCNC(=O)c1cc(C(=O)c2ccccc2F)c[nH]1	5	1	-2	0	0	-4	3	0.8	1	-2
37	COc1ccc(NC(=O)Nc2ccccc2F)c(C)c1	1	-1	0	5	3	0	3	-0.2	0	-13
38	COC(=O)[C@]12CCCCC=C1N(CCC1=CCCCC1)C(=O)[C@H](CC(=O)N1CCN(C(=O)c3ccco3)CC1)C2	-1	-1	-6	4	6	3	-4	-0.5	0	8
39	Cc1cc(C)n2nc(CC(=O)NNC(=O)COc3cccc(C)c3C)nc2n1	6	-2	-4	-1	-2	-7	-6	-0.2	-1	-1
40	O=C1C(O)=CC(=C(c2ccccc2)c2ccccc2)c2ccccc21	-49	1	-4	-3	5	-69	8	-4.6	-3	3
41	Cc1ccc(S(=O)(=O)N(CC(=O)O)Cc2ccco2)cc1	1	-10	3	14	-4	1	3	-0.1	7	5
42	CCCn1c(C)cs/c1=N\C(=S)Nc1ccccc1	7	17	10	4	0	1	6	-0.6	2	1
43	COc1cccc(OC)c1OC(=O)c1ccccc1	-2	-7	12	0	8	-3	-3	-0.6	5	-3
44	COC(=O)c1ccccc1NC(=O)CSc1nc2cccnc2n1C	-1	x	9	1	7	-4	-8	-0.2	4	-4
45	Cc1[nH]c2ccccc2c1/C=N/n1cnnc1	-2	-4	-3	1	-3	-1	-9	0.0	-1	17
46	O=C(NCCc1ccc(Cl)cc1)c1cnccn1	2	1	2	-3	2	-3	-3	-0.1	2	1
47	CCCc1cc(C(=O)Nc2cccc(C(C)=O)c2)no1	0	1	4	10	-3	2	5	0.8	0	5
48	CCN(c1ccccc1)S(=O)(=O)c1ccc(Cl)c(C(=O)OCC(=O)c2[nH]c(C)c(C(C)=O)c2C)c1	8	7	-11	7	0	5	-7	0.6	-2	1
49	COC(=O)c1ccc(Nc2cc(C)nc3ccc(C)cc23)cc1	-27	3	4	3	4	-40	-1	0.6	2	-6
50	CC(=O)N1c2ccc(S(=O)(=O)NCC3CCC(C(=O)Nc4ccc(C)cn4)CC3)cc2CC1C (stereo not given)	2	2	-7	5	-2	-5	5	-0.2	-1	2
51	Cc1ccc(-c2cc(C(=O)Nc3ccccc3C(N)=O)c3ccccc3n2)o1	-142	-9	0	7	5	-204	0	0.4	8	4

Entries of single compounds, quoted from the list. Order of screens: PLCg1 inh | NR1D1 modulator | sPLA2-III inh | ARFGAP1 inhibitor | Tn7 DDE FP | PLC-beta3 inh | Tn6 DDE FP | KLK7 zymogen act | UHRF1 MBD2 ctr | ASAP1 GAP inh
Listed for `COC(=O)c1ccc(Nc2cc(C)nc3ccc(C)cc23)cc1` : -27 | 3 | 4 | 3 | 4 | -40 | -1 | 0.6 | 2 | -6
Listed for `Cc1ccc(-c2cc(C(=O)Nc3ccccc3C(N)=O)c3ccccc3n2)o1` : -142 | -9 | 0 | 7 | 5 | -204 | 0 | 0.4 | 8 | 4
Listed for `CCN(c1ccccc1)S(=O)(=O)c1ccc(Cl)c(C(=O)OCC(=O)c2[nH]c(C)c(C(C)=O)c2C)c1` : 8 | 7 | -11 | 7 | 0 | 5 | -7 | 0.6 | -2 | 1
